# MrgX1 PAM: allosterically activates human MrgX1 receptor signaling. MrgX1-HEK293, Fluo-4 calcium flux, FDSS; stronger effect = higher value. B-score at 10 µM. 310,000 compounds, 0.63% hits. AID 588675;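 active = plate-corrected calcium response at least 3 library SD above typical, normal starting fluorescence, not activating the receptor alone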;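 note: compound read alongside a low EC10 to EC30 dose of BAM8-22 agonist; peak minus trough fluorescence over baseline measured at the second addition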
# KCNQ1 block: human KCNQ1 channel inhibition. CHO-K1 KCNQ1, FluxOR thallium flux fluorescence; stronger effect = higher value. B-score at 10 µM. 310,000 compounds, 1.3% hits. AID 2642;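 active = compounds whose thallium flux B-score, printed positive for inhibition, exceeds three library SD while starting fluorescence stays within three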;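 note: channel opened by potassium depolarization with thallium stimulus after 20 min compound exposure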
# Target sequence (P51787 whole entry, looked up): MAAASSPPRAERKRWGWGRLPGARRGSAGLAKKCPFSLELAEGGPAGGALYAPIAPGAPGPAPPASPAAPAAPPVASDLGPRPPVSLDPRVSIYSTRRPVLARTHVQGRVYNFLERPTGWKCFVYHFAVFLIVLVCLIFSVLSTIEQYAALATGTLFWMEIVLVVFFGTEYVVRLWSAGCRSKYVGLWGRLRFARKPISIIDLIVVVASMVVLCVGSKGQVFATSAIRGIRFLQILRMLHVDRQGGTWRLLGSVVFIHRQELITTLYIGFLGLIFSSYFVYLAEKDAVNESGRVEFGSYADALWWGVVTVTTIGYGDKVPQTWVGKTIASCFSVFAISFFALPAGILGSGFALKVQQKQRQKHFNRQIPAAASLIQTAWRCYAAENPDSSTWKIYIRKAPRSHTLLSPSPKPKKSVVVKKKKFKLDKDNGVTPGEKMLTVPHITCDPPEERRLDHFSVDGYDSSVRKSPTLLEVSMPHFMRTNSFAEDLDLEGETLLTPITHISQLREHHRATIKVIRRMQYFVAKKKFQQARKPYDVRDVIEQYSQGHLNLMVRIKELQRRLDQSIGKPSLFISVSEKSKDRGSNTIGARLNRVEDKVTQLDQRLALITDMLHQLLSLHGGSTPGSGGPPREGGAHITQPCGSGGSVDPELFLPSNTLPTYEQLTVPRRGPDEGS
# KCNK9 inh: inhibitors of human KCNK9 two-pore domain potassium channel | B-score at 10 µM | HEK293 KCNK9, FluxOR thallium flux fluorescence; stronger effect = lower value | Q9NPC2 | 310,000 compounds, 1.2% hits;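 active = ratio B-score over 3 SD below the library mean, with starting fluorescence within 5 SD of its mean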;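 note: negative B-score means less thallium flux so channel inhibition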
# MrgX1 ag: agonists of human MrgX1 receptor | MrgX1-HEK293 cells, Fluo-4 calcium fluorescence, agonist mode; stronger effect = higher value | B-score at 10 µM | 310,000 compounds, 0.44% hits | AID 588627;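 active = calcium response B-score plate-corrected fluorescence ratio at least 3 library SD, with starting fluorescence B-score inside 5 SD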
#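 System: HEK293 cells stably expressing human MrgX1 receptor; Dosing: test compound in the initial addition of three; Schedule: overnight plating, then 30 min 37 °C plus 30 min room-temperature dye loading; Detection: kinetic calcium dye fluorescence, Fluo-4 NW; Controls: per-plate positive and negative controls for Z′ factor.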
# KCNQ1 act: human KCNQ1 channel potentiation or activation; P51787; CHO-K1 KCNQ1, thallium flux FluxOR fluorescence; stronger effect = higher value; B-score at 10 µM; 310,000 compounds, 0.35% hits; AID 2648;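 active = fluorescence ratio B-score, a plate-corrected score, at least three library SD, with initial intensity B-score within 5 SD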
#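 Schedule – 37 °C overnight plating, 90-min dark dye load, 20-min compound pretreatment · System – stable KCNQ1 CHO-K1 line · Probe or stimulus – thallium- and potassium-containing depolarizing buffer · Measured by – kinetic FluxOR fluorescence, 10 s baseline plus 110 s post-stimulus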
# RGS4 act: potentiators or activators of RGS4; HEK293 M3R/inducible RGS4, carbachol calcium flux Fluo4; stronger effect = lower value; B-score at 10 µM; 310,000 compounds, 0.92% hits; AID 463111;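 active = B-score of the integrated calcium signal more than 4 SD below the library mean, with starting fluorescence not abnormally high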;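 note: negative B-score means reduced calcium response which marks RGS4 activation or potentiation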
#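 Assay system: HEK293 FlpIn-TREx cells, stable M3R, doxycycline-inducible RGS4 / Probe or stimulus: carbachol, ECmax concentration / Times: overnight RGS4 induction, 30 min dye load 37 °C, 20 min compound RT / Signal: kinetic calcium fluorescence imaging with Fluo4-AM dye, 2 µM / Measure: Agonist-evoked peak-minus-minimum fluorescence over baseline, integrated ratio, B score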
# KCNK3 inh: human KCNK3 channel inhibition, primary screen; AID 602410; 340,000 compounds, 0.84% hits; B-score at 10 µM; CHO-KCNK3 thallium flux, FluxOR fluorescence; stronger effect = lower value; O14649;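 active = B-score under library mean minus 4 SD, starting fluorescence ratio at most library mean plus 5 SD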;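 note: more negative B-score means stronger inhibition of thallium flux through KCNK3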
# Target sequence (O14649 whole entry, looked up): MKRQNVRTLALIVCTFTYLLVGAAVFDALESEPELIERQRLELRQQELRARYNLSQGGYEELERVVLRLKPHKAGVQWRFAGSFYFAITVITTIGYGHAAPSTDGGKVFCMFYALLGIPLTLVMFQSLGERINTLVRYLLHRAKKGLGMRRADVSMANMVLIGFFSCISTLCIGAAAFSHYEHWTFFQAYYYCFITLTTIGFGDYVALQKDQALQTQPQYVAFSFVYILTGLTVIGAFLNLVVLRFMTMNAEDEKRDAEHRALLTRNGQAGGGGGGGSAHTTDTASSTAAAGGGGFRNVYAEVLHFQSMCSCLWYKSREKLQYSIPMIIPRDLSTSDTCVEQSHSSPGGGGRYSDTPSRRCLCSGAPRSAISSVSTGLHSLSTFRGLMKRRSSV
# hERG protect: compounds protecting human hERG from proarrhythmic drug block; CHO-hERG, FluxOR thallium flux, dofetilide IC70 present; activation (rescue from dofetilide block), less the hit threshold, % at 10 µM; Q12809; 310,000 compounds, 0.51% hits;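 active = activation above the mean of controls blocked by dofetilide plus 5 SD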;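 note: thallium influx through hERG after potassium depolarization seen as dye fluorescence rise; in these data hits start at about 4.7%; inactives centre near -7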
# ANO1 activ: mouse TMEM16A channel activation, primary screen. Q8BHY3. HEK293 TMEM16A/YFP-H148Q/I152L, iodide quench fluorescence; stronger effect = lower value. B-score at 10 µM. 340,000 compounds, 0.3% hits. AID 623877;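 active = fluorescence-ratio B-score plate-corrected deviation score at least 3 library SD below zero, with starting fluorescence score within 5 deviations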;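 note: channel opened by trigger with iodide after compound preincubation; score built on the fluorescence ratio of max minus min over baseline; more negative score means more quench and so TMEM16A activation or potentiation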
# RGS4 inh: human RGS4 inhibition; P49798; HEK293 M3R/RGS4 inducible, Fluo-4 calcium flux; stronger effect = higher value; triggered by carbachol at its EC20; B-score at 10 µM; 310,000 compounds, 0.45% hits; AID 463165;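 active = B-score, a plate-corrected calcium signal, over three deviations above library mean, with baseline fluorescence within five deviations of library mean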;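 note: RGS4 expression induced by doxycycline in cells with stable M3 receptor; B-score is computed from the integrated fluorescence ratio over baseline after carbachol; higher B-score means a larger calcium signal and so more RGS4 inhibition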
# TMEM16A inh: blocks the mouse calcium-activated chloride channel TMEM16A. Q8BHY3. HEK293 TMEM16A/YFP iodide influx fluorescence, ionomycin. normalized B-score (activity score, 25-100; higher = stronger inhibition) at 10 µM. 310,000 compounds, 1.2% hits. AID 588511;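 active = ratio plate-corrected score three or more library SD toward inhibition, starting fluorescence score within five deviations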;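 note: score derived from kinetic fluorescence span divided by baseline fluorescence per well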
# Numbers without * were called inactive; i = inactive; nt = no result given.
no. | structure | MrgX1 PAM | KCNQ1 block | KCNK9 inh | MrgX1 ag | KCNQ1 act | RGS4 act | KCNK3 inh | hERG protect | ANO1 activ | RGS4 inh | TMEM16A inh
1 | COCc1nn2c(N)c(-c3ccccc3)cnc2c1-c1ccccc1 | i | i | i | i | i | i | i | -3 | i | i | i
2 | CCOc1ccc(-c2nc3n(c(=O)c2C#N)CCCS3)cc1 | i | i | i | i | i | i | i | -9 | i | i | i
3 | CC(C)NC(NC(=O)/C=C/c1ccccc1)C(Cl)(Cl)Cl (centres undefined) | i | i | i | i | i | i | i | -21 | i | i | i
4 | CCOC(=O)N1CCN(c2ccc(C(C)=O)cc2F)CC1 | i | i | i | i | i | i | i | -2 | i | i | i
5 | CCOC(=O)c1csc(NC(=O)CSc2nnnn2-c2cccc(OC)c2)n1 | i | i | i | i | i | i | i | -11 | i | i | i
6 | CCCCCOP(=O)(c1ccccc1)c1ccccc1 | i | i | i | i | i | i | i | -6 | i | i | i
7 | CCc1ccc(C(=O)Nc2nnn(CC)n2)cc1 | i | i | i | i | i | i | i | -7 | i | i | i
8 | CCOC(=O)C1CCN(CCC(=O)Nc2cc(C)ccc2C)CC1 | i | i | i | i | i | i | i | -9 | i | i | i
9 | COCCN(CCOC)c1nc(-c2ccc(Cl)cc2)nc2ccccc12 | i | i | -7.6* | i | i | -7.3* | -9.2* | -6 | i | i | i
10 | CCNC(=O)NC(=O)C(C)OC(=O)c1oc2ccc(OCC)cc2c1C (centres undefined) | i | i | i | i | i | i | i | -8 | i | i | i
11 | CCOC(=O)N1CCC(NC(=O)C(C)n2c3ccccc3c3cnn(C)c(=O)c32)CC1 (centres undefined) | i | i | i | i | i | i | i | -11 | i | i | i
12 | COC(=O)C(CO)Nc1ncnc2onc(-c3ccc(F)cc3)c12 (centres undefined) | i | i | i | i | i | i | i | -5 | i | i | i
13 | Cc1ccc(CNC(=O)c2cc(-c3ccccc3)n(Cc3cc(C)no3)n2)cc1 | i | nt | nt | i | nt | nt | i | nt | i | nt | i
14 | CCCCN(C)C(=O)c1nc2ccccn2c1CN(C)Cc1csc(C)n1 | i | i | i | i | i | i | i | -5 | i | i | i
15 | CCCCNC(=O)c1cn(C)c2ccc(S(=O)(=O)N3CCCC3)cc2c1=O | i | i | i | i | i | i | i | -8 | i | i | i
16 | Cc1cc(C(F)(F)F)c(C#N)c(Sc2ccccc2)n1 | 9.6* | i | i | i | i | i | i | -6 | i | i | i
17 | O=C(O)/C=C/C(=O)NNc1ncnc2ccccc12 | i | i | i | i | i | i | i | -16 | i | i | i
18 | CC(=O)Nc1cccc(NC(=O)c2cc(-c3cccnc3)nc3ccc(Br)cc23)c1 | i | i | i | i | i | i | i | -16 | i | i | i
19 | CN1CCN(C(=O)c2ccc(F)c(F)c2)CC1 | i | i | i | i | i | i | i | 0 | i | i | i
20 | CN(Cc1ccccc1)C(=O)C1CCN(S(=O)(=O)c2ccc(-n3cnnn3)cc2)CC1 | i | i | i | i | i | i | i | -8 | i | i | i
21 | COc1ccccc1/C(C)=N/NC(=S)NCc1ccccc1 | i | i | i | i | i | i | i | -8 | i | i | i
22 | CC(c1ccco1)N(C(=O)c1ccc(F)cc1)c1ccccn1 (centres undefined) | i | i | i | i | i | i | i | -7 | i | i | i
23 | COc1ccc(/C=N/NC2=NCCCCC2)c(OC)c1 | i | i | i | i | i | i | i | -15 | i | i | i
24 | O=C(CN1C(=O)c2ccccc2S1(=O)=O)c1ccc(OC(F)F)cc1 | i | i | i | i | i | i | i | -11 | i | i | i
25 | O=C(COc1ccccc1)N1CCc2ccccc21 | i | i | i | i | i | i | i | -7 | i | i | i
26 | COc1ccc(N2CCN(C(=O)c3c(Cl)cnn3C)CC2)cc1 | i | i | i | i | i | i | i | -3 | i | i | i
27 | Cc1cc(NC(=O)CSc2nnc3ccccn23)no1 | i | i | i | i | i | i | i | -10 | i | i | i
28 | O=C(NS(=O)(=O)Oc1ccccc1F)OC[C@@H]1CCCN2CCCCC12 (some centres undefined) | i | i | i | i | i | i | i | -6 | i | i | i
29 | O=C(N/N=C\c1cn[nH]c1-c1ccccc1)c1ccc([N+](=O)[O-])cc1 | i | i | i | i | i | i | i | -15 | i | i | i
30 | COc1cc(C(c2sc3nc(C)nn3c2O)N2CCOCC2)cc(OC)c1OC (centres undefined) | i | i | i | i | i | i | i | -15 | i | i | i
31 | COc1ccc(OCCn2cnc(Cl)c2Cl)cc1 | i | i | i | i | i | i | i | -12 | i | i | i
32 | COc1ccc(CCNC(=O)c2cc3c(=O)n(C)c4ccccc4c3n2C)cc1OC | i | i | i | i | i | i | i | -14 | i | i | i
33 | Cn1cnc2c(NCc3ccco3)ncnc21 | i | i | i | i | i | i | i | -2 | i | i | i
34 | COc1ccc(NC(=O)CN(C)C(=O)C(C)N2C(=O)c3ccccc3C2=O)cc1 (centres undefined) | i | i | i | i | i | i | i | -6 | i | i | i
35 | CCCc1nnc(SCC(=O)Nc2cccc(C(F)(F)F)c2)o1 | i | i | i | i | i | i | i | -3 | i | i | i
36 | COc1ccccc1N1CCN(/N=C\c2ccccc2)CC1 | i | i | i | i | i | i | i | -11 | i | i | i
37 | Cc1ccccc1S(=O)(=O)c1c(C)cc(C)n(C)c1=O | i | i | i | i | i | i | i | -7 | i | i | i
38 | COc1cc2c(cc1OC)C(C)N(CCN1C(=O)c3ccccc3C1=O)CC2 (centres undefined) | i | i | i | i | i | i | i | -5 | i | i | i
39 | CS(=O)(=O)N1CCN(C(=O)NC2CCCCC2)CC1 | i | i | i | i | i | i | i | -1 | i | i | i
40 | CC1CCN(CCCCOc2ccccc2-c2ccccc2)CC1 | i | i | i | i | i | -8.4* | i | -18 | i | i | i
41 | C=CCn1c(Cc2cccs2)nnc1SCC(=O)Nc1cccc(OC)c1 | i | i | i | i | i | i | i | -6 | i | i | i
42 | COc1ccc(CCn2c(=O)c3cccnc3n(Cc3cccc([N+](=O)[O-])c3)c2=O)cc1OC | i | i | i | i | i | i | i | -5 | i | i | i
43 | CCN1CCN(C(=O)N(c2ccccc2)c2ccccc2)CC1 | i | i | i | i | i | i | i | -4 | i | i | i
44 | O=C(O)c1ccccc1SCC(=O)N1c2ccccc2Sc2ccccc21 | i | i | i | i | i | i | i | -15 | i | i | i
45 | CC(=O)Nc1ccc(C)cc1NC(C)=O | i | i | i | i | i | i | i | -14 | i | i | i
46 | COC(=O)CC(NC(=O)c1ccco1)c1cccc2ccccc12 (centres undefined) | i | i | i | i | i | i | i | -2 | i | i | i
47 | Cn1c(SCC(=O)NC2CC2)nnc1-c1cccs1 | i | i | i | i | i | i | i | -6 | i | i | i
48 | O=C(Nc1ccc(F)cc1)c1ccccc1F | i | i | i | i | i | i | i | -8 | i | i | i
49 | CC1=NN(c2ccccc2)C(=O)/C1=C/N(C)C | i | i | i | i | i | i | i | -8 | i | i | i
50 | COc1ccc(Oc2ncccc2[N+](=O)[O-])cc1 | i | i | i | i | i | i | i | -3 | i | 13* | i

# Later entries
no. | structure | MrgX1 PAM | KCNQ1 block | KCNK9 inh | MrgX1 ag | KCNQ1 act | RGS4 act | KCNK3 inh | hERG protect | ANO1 activ | RGS4 inh | TMEM16A inh
51 | Cc1c([N+](=O)[O-])c([N+](=O)[O-])nn1CC(=O)N1CCOCC1 | i | i | i | i | i | i | i | -7 | i | i | i
52 | CCC(C)NC(=O)c1ccc(NC(=O)C2=C(C)OCCS2)cc1 (centres undefined) | i | i | i | i | i | i | i | -5 | i | i | i
53 | CCc1nnc(NC(=O)CSc2nc(C)c3c(c2C#N)CCCC3)s1 | i | i | i | i | i | i | i | -3 | i | i | i
54 | O=C(NCCN1CCOCC1)c1ccc2c(c1)N(Cc1ccccc1F)C(=O)c1ccccc1S2(=O)=O | i | i | i | i | i | i | i | -12 | i | i | i
55 | O=C(Nc1ccon1)c1ccc2c(c1)OCO2 | i | i | i | i | i | i | i | -5 | i | i | i
56 | CCC(=O)Nc1cccc(C2=NOC3(C2)C[C@H](C(N)=O)N(C(=O)CC#N)C3)c1 (some centres undefined) | i | i | i | i | i | i | i | 6.2* | i | i | i
57 | O=S(=O)(c1ccccc1)N1CCN=C1SCc1cccnc1 | i | i | i | i | i | i | i | -5 | i | i | i
58 | O=S(=O)(c1ccccc1)N1CCN(S(=O)(=O)c2ccc(F)cc2)CC1 | i | i | i | i | i | i | i | -8 | i | i | i
59 | CN1C(=O)N(C)c2ccc(C=O)c3cccc1c23 | i | i | i | i | i | i | i | -14 | i | i | i
60 | Cc1ccc2oc(=O)c(/C=C(\O)c3sc(C)nc3C)nc2c1 | i | i | i | i | i | i | i | -8 | i | i | i
61 | COc1ccc(NC(=O)CN(C)C(=O)c2cnc(Cl)c(Cl)c2)cc1 | i | i | i | i | i | i | i | -9 | i | i | i
62 | CCc1ccc(-c2nc(CS(=O)CC(=O)NCCCN3CCC(C)CC3)c(C)o2)cc1 (centres undefined) | i | i | i | i | i | i | i | -9 | i | i | i
63 | CC(c1nnc(SCC(=O)NC(=O)NCc2ccco2)n1-c1ccc(Cl)cc1)N(C)C (centres undefined) | i | i | i | i | i | i | i | -14 | i | i | i
64 | CCOCCCNc1nc2c(c(=O)[nH]c(=O)n2C)n1CCCc1ccccc1 | i | i | i | i | i | i | i | -11 | i | i | i
65 | O=C(CN(c1cc(C(F)(F)F)ccc1Cl)S(=O)(=O)c1ccccc1)NCc1cccnc1 | i | i | i | i | i | i | i | -7 | i | i | i
66 | C=CCOc1ccccc1CN(CCc1ccccc1)C(=O)c1cccc(S(C)(=O)=O)c1 | i | i | i | i | i | i | i | -14 | i | i | i
67 | O=C1C(=O)N(Cc2cccnc2)C(c2ccccn2)/C1=C(/O)c1ccc(Br)cc1 (centres undefined) | i | i | i | i | i | i | i | -2 | i | i | i
68 | CC1=C(C(=O)OCc2ccccc2)C(/C=C/c2ccccc2)N2C(=O)CCSC2=N1 (centres undefined) | i | i | i | i | i | i | i | -3 | i | i | i
69 | C=C1CCN([C@@H](CC(C)C)C(=O)Nc2nc3ccc(Cl)cc3s2)S(=O)(=O)c2ccccc21 | i | i | i | i | i | i | i | -4 | i | i | i

# Compound activity as filed in PubChem.
